DT40 TDP1 CPT: growth inhibition of DT40 Tdp1-/-;hTDP1 cells with camptothecin (screen for TDP1 inhibitors); Potency, µM (series often up to 46.2 µM), for inactives: top-dose activity change, negative = growth inhibition, hits mostly inhibitors; chicken DT40 Tdp1-/-;hTDP1 cells + 20 nM CPT, ATP luminescence, 48 h; AID 686979; hit rate 12% among 420,000; note: nearly all actives have a fitted effect of over 55% in size
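Cell growth measured by CellTiter-Glo luminescence after a minimum 48 h, 37 C compound exposure with 20 nM CPT in Tdp1-knockout DT40 cells stably expressing hTDP1, seeded 400/well; qHTS titration format.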
GCN5L2 inh: blocks human GCN5L2 histone acetyltransferase; Potency, µM (series often up to 58.9 µM), for the others: top-dose activity change, negative = inhibition, most hits filed as inhibitors; GCN5L2 HAT assay, ThioGlo1 CoA-SH fluorescence; hit rate 0.21% among 390,000
Target sequence (Q92830 whole entry, looked up): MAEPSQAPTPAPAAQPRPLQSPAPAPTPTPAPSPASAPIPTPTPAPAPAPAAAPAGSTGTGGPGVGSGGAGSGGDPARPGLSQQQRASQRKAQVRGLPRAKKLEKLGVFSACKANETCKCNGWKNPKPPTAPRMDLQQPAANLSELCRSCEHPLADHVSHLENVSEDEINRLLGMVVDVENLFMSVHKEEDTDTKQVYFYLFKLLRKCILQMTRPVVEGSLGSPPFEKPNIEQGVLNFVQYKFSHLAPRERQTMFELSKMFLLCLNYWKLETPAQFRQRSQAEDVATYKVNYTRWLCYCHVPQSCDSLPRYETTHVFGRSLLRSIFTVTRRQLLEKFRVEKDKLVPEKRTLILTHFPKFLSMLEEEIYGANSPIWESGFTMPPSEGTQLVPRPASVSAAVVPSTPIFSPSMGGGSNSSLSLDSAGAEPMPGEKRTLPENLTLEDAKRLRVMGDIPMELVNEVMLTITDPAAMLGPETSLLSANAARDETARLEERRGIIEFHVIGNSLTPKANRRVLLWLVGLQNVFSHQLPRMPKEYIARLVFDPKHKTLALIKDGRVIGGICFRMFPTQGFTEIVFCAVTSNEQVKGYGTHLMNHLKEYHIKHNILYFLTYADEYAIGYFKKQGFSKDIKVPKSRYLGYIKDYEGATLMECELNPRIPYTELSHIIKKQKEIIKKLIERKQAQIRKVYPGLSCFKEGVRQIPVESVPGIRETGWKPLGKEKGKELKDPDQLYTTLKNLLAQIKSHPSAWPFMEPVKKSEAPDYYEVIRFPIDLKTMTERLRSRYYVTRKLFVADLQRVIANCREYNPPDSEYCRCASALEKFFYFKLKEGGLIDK
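Titration-based screen in which CoA formation is detected via maleimide probe ThioGlo1 (50uM) turning fluorescent on thiol reaction; substrates H3(1-25) 75uM and acetyl-CoA 70uM, GCN5L2 20nM, 20 min incubation at room temperature.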
DT40 TDP1 no CPT: qHTS for Inhibitors of human tyrosyl-DNA phosphodiesterase 1 (TDP1): qHTS in cells in absence of CPT. hit rate 15% among 420,000. Potency, µM (highest dose often 46.2 µM), inactives show at the highest dose activity change, negative = growth inhibition, hits mostly inhibitors. AID 686978, 2013. DT40 Tdp1-/- hTDP1 cells, no CPT, ATP luminescence, 48 h; note: nearly all actives have a fitted effect of over 55% in size
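Stably hTDP1-transfected Tdp1-null chicken DT40 cells were treated with library compounds minus camptothecin and grown for at least 48 hr at 37 °C, after which cellular ATP was quantified by luminescence.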
Numbers without * were called inactive; u = inconclusive; x = no result given; & = joins results of further samples. Calls come from the whole dose curve; as a rule, active = well fitted curve in the direction sought with a large enough effect; inconclusive = small, poorly fitted or top-dose-only effect, or another doubt; inactive = no such curve, though single readings can be large; an effect the other way counts as inactive or inconclusive. % is set by controls: 0 for no effect and ±100 for the full control effect; potency is the fitted concentration of half-maximal effect.

1) CSc1nnc2c3ccccc3c3ccccc3c2n1
2) CCc1ccccc1N1CN(Cc2ccco2)CNC1=S
3) COc1ccccc1CNC(=O)COc1ccc([N+](=O)[O-])cc1
4) Cc1n[nH]c(=O)c2c1nnn2Cc1ccccc1Cl
5) CCCOc1cccc(-c2nn(-c3ccccc3)cc2/C=C(\C#N)C(=O)NCCCn2ccnc2)c1
Compound,1,2,3,4,5
DT40 TDP1 CPT,15µM*,-9%,0%,9%,u
GCN5L2 inh,-4%,-1%,-8%,-3%,-8%
DT40 TDP1 no CPT,18µM*,u,u,-4%,u

6) CCOc1ccccc1NC(=O)CSc1nnc(-c2ccccc2Cl)n1Cc1ccco1
7) COc1ccccc1N(CC(=O)NC(C)(C)C)C(=O)CCC(=O)Nc1nccs1
8) CCOC(=O)C1=C(CCc2ccccc2)NC(=O)NC1c1ccc(Br)cc1 (centres undefined)
9) COc1cccc(CNC(=O)C(=O)NCC2CCCO2)c1 (centres undefined)
10) O=C(NCCCO)C(=O)Nc1cc2c3c(c1)CCN3C(=O)CC2
Compound,6,7,8,9,10
DT40 TDP1 CPT,-23%,-11%,u,19%,13%
GCN5L2 inh,-25%,1%,-8%,-10%,-5%
DT40 TDP1 no CPT,-29%,-16%,u,7%,4%

Copied from the list.
DT40 TDP1 CPT with compound 10 : 13%
DT40 TDP1 no CPT with compound 9 : 7%
DT40 TDP1 CPT with compound 6 : -23%
GCN5L2 inh with compound 8 : -8%
GCN5L2 inh with compound 7 : 1%

Carrying on:
11) O=C(COC(=O)c1ccc(F)cc1F)Nc1ccc2c(c1)OCO2
12) NS(=O)(=O)c1ccc(CCNC(=O)/C=C/c2cccc([N+](=O)[O-])c2)cc1
13) O=C1N2CCCc3cccc(c32)C12Nc1ccccc1S2 (centres undefined)
14) COc1ccc(OC)c(NC(=O)CSc2nc(C)cs2)c1
15) O=C(CCC1CCCC1)NCCS(=O)(=O)N1CCN(c2ccccc2F)CC1
Compound,11,12,13,14,15
DT40 TDP1 CPT,-21%,u,-27%,u,u
GCN5L2 inh,x,-3%,0%,-12%,-7%
DT40 TDP1 no CPT,-23%,u,-14%,u,15µM*

Along the list, from the results shown.
GCN5L2 inh for nos. 11 to 15: x, -3%, 0%, -12%, -7%

Next results follow:
16) Cn1c(=O)[nH]c2c(c(C(=O)O)nn2C)c1=O
17) COCc1cc(=O)[nH]c(SCCS(=O)(=O)c2ccc(C)cc2)n1
18) COCCCN(C(=O)C1CCCCC1)c1c(N)n(Cc2ccccc2)c(=O)[nH]c1=O
19) CCSc1nc(C)c(C)c(=O)[nH]1
20) CCc1ccccc1NC(=O)C(C)n1nc(-c2ccc(C)c(C)c2)ccc1=O (centres undefined)
Compound,16,17,18,19,20
DT40 TDP1 CPT,26%,25%,5%,u,23µM*
GCN5L2 inh,x,-3%,-2%,1%,-6%
DT40 TDP1 no CPT,9%,-7%,-9%,1%,u

21) COc1cc(C(=O)Nc2ccc(C(N)=O)cc2)c([N+](=O)[O-])cc1OC
22) CC1CN(C(=O)CCC(=O)NCc2ccccn2)c2ccccc2O1 (centres undefined)
23) Cc1ccc(CNc2nc3c(S(=O)(=O)c4ccccc4)nnn3c3ccsc23)cc1
24) COC(=O)C1=C(CS(=O)(=O)c2ccc(OC)cc2)NC(=O)NC1c1ccccc1 (centres undefined)
25) O=C(Nc1c(-c2ccc3c(c2)OCO3)[nH][nH]c1=O)c1ccc2c(c1)OCO2
Compound,21,22,23,24,25
DT40 TDP1 CPT,7%,13%,-28%,2%,-8%
GCN5L2 inh,-7%,-4%,-7%,-1%,x
DT40 TDP1 no CPT,-1%,4%,-14%,16%,-17%

Only DT40 TDP1 no CPT, for 4 of the compounds above:
| nr | canonical_smiles | DT40 TDP1 no CPT |
| --- | --- | --- |
| 22 | CC1CN(C(=O)CCC(=O)NCc2ccccn2)c2ccccc2O1 (centres undefined) | 4% |
| 23 | Cc1ccc(CNc2nc3c(S(=O)(=O)c4ccccc4)nnn3c3ccsc23)cc1 | -14% |
| 24 | COC(=O)C1=C(CS(=O)(=O)c2ccc(OC)cc2)NC(=O)NC1c1ccccc1 (centres undefined) | 16% |
| 25 | O=C(Nc1c(-c2ccc3c(c2)OCO3)[nH][nH]c1=O)c1ccc2c(c1)OCO2 | -17% |

Later entries:
26) Cc1ccc(C)c(NC(=O)CCN2CCc3ccccc3C2)c1
27) COc1ccccc1Oc1ccc(S(=O)(=O)NCc2ccccn2)cc1
28) CCOC(=O)CSc1nc(C2CC2)cc(-c2ccc(F)cc2)c1C#N
29) CCOc1cc(C2Nc3ccccc3C(=O)N2c2ccccc2)ccc1O (centres undefined)
30) Cc1cc(C)cc(NC(=O)N2CCC(c3nc4ccccc4o3)CC2)c1
Compound,26,27,28,29,30
DT40 TDP1 CPT,u,u,u,-8%,u
GCN5L2 inh,0%,1%,-5%,0%,-9%
DT40 TDP1 no CPT,u,14µM*,-26%,-5%,-27%

Quoted from the results shown, 3 compounds:
1) CSc1nnc2c3ccccc3c3ccccc3c2n1
2) CCc1ccccc1N1CN(Cc2ccco2)CNC1=S
3) COc1ccccc1CNC(=O)COc1ccc([N+](=O)[O-])cc1
Compound,1,2,3
DT40 TDP1 CPT,15µM*,-9%,0%
GCN5L2 inh,-4%,-1%,-8%
DT40 TDP1 no CPT,18µM*,u,u

More entries.
31) COc1ccc(Nc2nnc(SCc3cc([N+](=O)[O-])cc4c3OCOC4)s2)cc1
32) O=C(NCCN1CCOCC1)c1cccc(S(=O)(=O)Nc2ccc(F)cc2)c1
33) O=C(NCC(c1cccs1)N1CCOCC1)c1cc([N+](=O)[O-])ccc1Cl (centres undefined)
34) CCOc1ccc(C(=O)N(Cc2ccc(OC)cc2)Cc2cc3cc(OC)ccc3[nH]c2=O)cc1
35) CCc1nnc(NC(=O)CSc2ccc(-c3cccs3)nn2)s1
Compound,31,32,33,34,35
DT40 TDP1 CPT,-25%,-5%,-18%,-11%,-5%
GCN5L2 inh,0%,4%,0%,-10%,-8%
DT40 TDP1 no CPT,-34%,-16%,-23%,-20%,-14%

36) CCC(C)N(C(=O)COC(=O)CCc1c[nH]c2ccccc12)C1CCS(=O)(=O)C1 (centres undefined)
37) COc1ccc(S(=O)(=O)NCC2CCC(C(=O)NCCC(C)C)CC2)cc1 (centres undefined)
38) Cc1cccc(N(C)S(=O)(=O)c2ccc(-c3cc(C)no3)s2)c1
39) CCC(=O)C1=C(O)C(c2cccc(Oc3ccccc3)c2)CCC1=O (centres undefined)
40) CCOc1ccc(/C=N/NC(=O)c2cc(-c3cccn3C)n[nH]2)cc1
Compound,36,37,38,39,40
DT40 TDP1 CPT,u,-16%,0.82µM*,21µM*,-19%
GCN5L2 inh,0%,-3%,-6%&-24%,-1%,-12%
DT40 TDP1 no CPT,u,-20%,0.65µM*,9.2µM*,u

41) COCCNC(=S)NNC(=O)CSCc1ccc(Cl)cc1Cl
42) O=C(CCc1ccccc1)NCc1cccnc1
43) Cc1onc(-c2ccccc2)c1C(=O)NCc1ccc(F)cc1
44) COc1ccccc1Cn1c(-c2ccco2)nc2nc3ccccc3nc21
45) CCOC(=O)c1ccc(N2C(=O)C3ON(c4ccccc4)C(c4ccco4)C3C2=O)cc1 (centres undefined)
Compound,41,42,43,44,45
DT40 TDP1 CPT,12%,3%,0%,u,-12%
GCN5L2 inh,0%,0%,x,x,0%
DT40 TDP1 no CPT,u,-14%,-14%,u,-3%

46) CCCCN(C)CCNC(=O)C1CCN(S(=O)(=O)c2cccc3nsnc23)CC1
47) CCOc1ccc(C(=O)NCC(=O)NCCSc2ccc(Br)cc2)cc1OCC
48) Cc1csc2nc(COC(=O)c3cccc(NC(=O)COc4ccccc4Cl)c3)cc(=O)n12
49) COc1ccc(C(CNC(=O)COc2ccc(C)cc2)N2CCCCC2)cc1 (centres undefined)
50) COC(=O)c1cc(NC(=O)C2CC(=O)NC(=NCc3ccc(OC)cc3)S2)cc(C(=O)OC)c1 (centres undefined)
Compound,46,47,48,49,50
DT40 TDP1 CPT,-7%,u,u,u,6%
GCN5L2 inh,-20%,x,-15%,-4%,-1%
DT40 TDP1 no CPT,-2%,u,u,u,-1%

51) Cn1c(SCc2cc(=O)c3cc(Cl)ccc3[nH]2)nnc1-c1ccccc1
52) Cc1cc(NC(=O)c2ccc(Br)cc2)nc(C)n1
53) CC(C(=O)Nc1ccccc1)N(C)Cc1cccs1 (centres undefined)
54) COc1ccc(NC(=O)Cn2ncc3c2-c2ccccc2OC3)cc1Cl
55) COc1cc(CN2CCCN(C)CC2)cc([N+](=O)[O-])c1O
Compound,51,52,53,54,55
DT40 TDP1 CPT,13µM*,-3%,-11%,u,15%
GCN5L2 inh,-4%,9%,-6%,0%,-7%
DT40 TDP1 no CPT,21µM*,3%,-28%,15µM*,-8%

56) COc1ccc(S(=O)(=O)C(C#N)c2nc3ccccc3nc2N2CCCC(C)C2)cc1 (centres undefined)
57) COc1ccc(Nc2nc(-c3sc(N)nc3C)cs2)cc1
58) CC(C)COc1cccc(C(=O)N2CCN(C(=O)c3ccco3)CC2)c1
59) Cc1ccc(OCc2cc(C(=O)N(C)CCn3ccnc3C)no2)cc1C
60) CCCn1nnc(NC(=S)NC(=O)C(C)(C)C)n1
Compound,56,57,58,59,60
DT40 TDP1 CPT,-8%,u,-19%,-13%,u
GCN5L2 inh,-6%,-8%,1%,x,-4%
DT40 TDP1 no CPT,-10%,u,-11%,-30%,u

61) CCN1C[C@@H]2[C@@H]3C(=O)N(Cc4ccccc4)C(=O)[C@@H]3[C@](Cc3ccccc3)(C1=O)N2C(=O)c1ccc(C(C)(C)C)cc1
62) COC(=O)c1ccc(OC(C)C(=O)c2ccc(C)cc2)cc1 (centres undefined)
63) CCN(CC)c1ccc(NC(=O)COc2ccc(C)cc2)cc1
64) COCCCn1c(SCC(=O)N2CCOCC2)nc2ccccc2c1=O
65) CN1CCC(N(C)C(=O)CCc2nc3ccccc3c(=O)[nH]2)CC1
Compound,61,62,63,64,65
DT40 TDP1 CPT,16µM*,-24%,-10%,-17%,u
GCN5L2 inh,x,-4%,0%,-4%,-3%
DT40 TDP1 no CPT,18µM*,u,-11%,-18%,-2%

66) CCOC(=O)c1sc(=S)n(C)c1NC(=O)c1cccc(Br)c1
67) O=C(NCc1ccc2c(c1)OCO2)C(c1ccco1)N(C(=O)c1csnn1)c1ccccc1 (centres undefined)
68) C[n+]1ccnc2cc(Cl)ccc21
69) COc1ccccc1Cn1c(=O)[nH]c2cccnc21
70) CCOc1ccc(S(=O)(=O)N(CC(=O)NCCSc2ccccc2)c2ccccc2)cc1
Compound,66,67,68,69,70
DT40 TDP1 CPT,21µM*,u,0.63µM*,-26%,0%
GCN5L2 inh,-15%,-2%,x,-4%,-2%
DT40 TDP1 no CPT,21µM*,-21%,0.71µM*,-6%,-1%

71) COCCN(CCOC)c1ncnc2c1c(-c1ccccc1)cn2-c1ccc(C)c(Cl)c1
72) O=C(CCNC(=O)N1CCn2c1nc1ccccc12)NCc1ccc(Cl)cc1
73) Cc1ccccc1OCCNC(=O)CNC(=O)c1ccccc1O
74) Cc1cc(C)c(OCC(=O)Nc2nnc(-c3ccco3)o2)c(C)c1
75) CCc1cc(/C(Cc2csc(C)n2)=N/O)c(O)cc1O
76) CC(=O)N1CCc2cc(S(=O)(=O)NC(C(=O)NCc3ccccc3)C(C)C)ccc21 (centres undefined)
77) Cc1ccc(C(=O)OC(C)C(=O)NCc2ccc3c(c2)OCO3)cc1S(=O)(=O)N1CCOCC1 (centres undefined)
Compound,71,72,73,74,75,76,77
DT40 TDP1 CPT,u,-1%,-5%,1%,u,-11%,u
GCN5L2 inh,-26%,-5%,-1%,-23%,-22%,2%,0%
DT40 TDP1 no CPT,u,1%,-19%,15%,23µM*,-20%,-8%

From PubChem BioAssay
